Source: PubChem (National Center for Advancing Translational Sciences (NCATS))
aSyn rescue: qHTS of alpha-syn Inhibitors | Yeast expressing alpha-synuclein, growth rescue, BacTiter-Glo, 24 h | Potency, µM (doses to about 46.1 µM), without a hit: at the top dose growth rescue (activation), usual class: activators | actives 0.14% (n = 370,000) | AID 652106, 2013; also: potency is read from the fitted curve at half-maximal effect; % of control where 0% means no effect; nearly all actives have a fitted effect of over 65% in size
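Rescue of yeast growth: cells expressing toxic alpha-synuclein, induced in galactose at OD600 0.02, incubated with compound 24 h at 30 C. ATP luminescence quantified growth; inhibitors of toxicity appear as activators.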
FUS suppressor: qHTS for Suppressors of FUS Proteinopathy: Primary screen using FUS-linked yeast assay | S. cerevisiae FUS-expressing, growth rescue, OD600, 24 h | Potency, µM (top dose mostly 76.6 µM), for inactives: top-dose growth rescue (activation), usual class: activators | actives 0.24% (n = 390,000);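 also: potency is read from the fitted curve at half-maximal effect; plate controls were DMSO vehicle for no effect and reference control for full effect; nearly all actives have a fitted effect of over 55% in size; some results filed as inactive show a strong effect at the top dose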
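Yeast expressing FUS under galactose induction, OD 0.005 in 2% galactose medium; compounds in a dilution series, 24 h at 30C. Growth rescue by absorbance at 600 nm; CP55940 positive control, DMSO negative.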
GLP1R cytotox: qHTS of GLP-1 Receptor Inverse Agonists: Cytotox Screen. HEK293 cAMP-luciferase reporter cells, luminescence, 24 h. actives 0.13% (n = 410,000). Potency, µM (top dose mostly 38.3 µM), inactives show at the top dose activity change, negative = inhibition, usual class: inhibitors;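 also: loss of luciferase light is scored as toxicity; potency is read from the fitted curve at half-maximal effect; % is scaled to controls: 0 for no effect and ±100 for the full control effect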
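MLSMR compounds, 24 hr on cells at 37 deg C/5% CO2; luminescence after luciferase reagent (12 min RT). Inhibition counted as the undesired cytotoxic outcome.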
Mm-Cpn inhibitor: Inhibitors of TCP-1 ring complex (TRiC) of Methanococcus maripaludis (MmCpn): qHTS | Chaperonin Mm-Cpn (Methanococcus maripaludis) | purified Mm-Cpn ATPase, ADP Transcreener TR-FRET | Potency, µM (highest dose often 76.9 µM), for inactives: top-dose activity, negative = inhibition, usual class: inhibitors | actives 0.031% (n = 330,000); also: potency is read from the fitted curve at half-maximal effect; % is scaled to controls: 0 for no effect and ±100 for the full control effect; nearly all actives have a fitted effect of over 80% in size
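Eu-cryptate anti-ADP/ADP-d2 competition gives a ratio inversely related to ADP. Enzyme at 25 nM was pre-exposed to compound for 10 min, then given 10 uM ATP for 30 min, 37°C throughout.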
PTHR1 ag: qHTS for PTHR1 Agonists: Primary Screen; Parathyroid hormone/parathyroid hormone-related peptide receptor (Homo sapiens), Q03431; actives 0.075% (n = 410,000); Potency, µM (top dose mostly 115 µM), inactives show top-dose activation, usual class: activators; HEK293 GP2 PTHR1 cells, GloSensor cAMP luminescence, 1 h; also: potency is read from the fitted curve at half-maximal effect; nearly all actives have a fitted effect of over 55% in size; some results filed as inactive show a strong effect at the top dose; inactives centre near -15; many of its hits are not listed in these tables
Target sequence (Q03431 whole entry, looked up): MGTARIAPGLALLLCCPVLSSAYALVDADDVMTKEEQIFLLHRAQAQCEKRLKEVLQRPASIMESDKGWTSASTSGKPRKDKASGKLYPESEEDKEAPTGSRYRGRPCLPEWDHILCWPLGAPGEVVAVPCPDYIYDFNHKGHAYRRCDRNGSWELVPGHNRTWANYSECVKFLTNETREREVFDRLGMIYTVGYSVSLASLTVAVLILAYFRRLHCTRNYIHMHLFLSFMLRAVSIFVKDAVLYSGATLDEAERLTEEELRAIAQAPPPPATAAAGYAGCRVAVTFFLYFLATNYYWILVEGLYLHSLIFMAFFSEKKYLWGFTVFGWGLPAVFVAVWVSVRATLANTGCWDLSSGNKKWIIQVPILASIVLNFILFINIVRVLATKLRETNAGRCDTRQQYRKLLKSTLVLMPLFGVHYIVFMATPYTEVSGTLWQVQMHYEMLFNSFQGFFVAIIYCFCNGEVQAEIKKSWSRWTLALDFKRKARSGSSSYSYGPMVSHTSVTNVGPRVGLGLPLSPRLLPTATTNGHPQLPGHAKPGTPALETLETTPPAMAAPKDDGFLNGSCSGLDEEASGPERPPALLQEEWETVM
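HEK-293-derived GP2 cells expressing PTHR1 and a GloSensor cAMP reporter, 3,000/well, plated overnight, given luciferin plus IBMX (each 0.5 mM as added) for 1 h at 37 °C, then compound for 1 h at 37 °C. Luminescence was read after 15 min at room temperature.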
Akt phos inh: HTS Assay for Inhibitors of Akt Phophorylation: Primary Screen; Neuro2A IGF-stimulated pAkt S473 HTRF, 20 min; hits give low values; activity change, % for hits at 50 µM; actives 0.32% (n = 360,000); AID 651550, 2012; in the data active = activity change below about -80%; inconclusive = mostly about -51% to -80%; also: % is scaled to controls: 0 for no effect and ±100 for the full control effect
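Single-point screen (50 µM final compound) in Neuro2A cells stimulated 20 min with 6 nM IGF at 37 deg C. After lysis, Ser473-phosphorylated Akt read by HTRF (ex 330 nm, em 615/665 nm) as the 665/615 ratio.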
GLP1R inv ag: qHTS of GLP-1 Receptor Inverse Agonists (Inhibition Mode); Glucagon-like peptide 1 receptor (Homo sapiens), P43220; HEK293 GLP-1R CRE-luciferase, luminescence, 24 h; GLP-1R form is constitutively active; Potency, µM (top dose mostly 38.3 µM), inactives show top-dose activity change, negative = inhibition, hits mostly inhibitors; actives 1.6% (n = 410,000); AID 624417, 2012; also: potency is read from the fitted curve at half-maximal effect; % is scaled to controls: 0 for no effect and ±100 for the full control effect; nearly all actives have a fitted effect of over 55% in size
Target sequence (P43220 whole entry, looked up): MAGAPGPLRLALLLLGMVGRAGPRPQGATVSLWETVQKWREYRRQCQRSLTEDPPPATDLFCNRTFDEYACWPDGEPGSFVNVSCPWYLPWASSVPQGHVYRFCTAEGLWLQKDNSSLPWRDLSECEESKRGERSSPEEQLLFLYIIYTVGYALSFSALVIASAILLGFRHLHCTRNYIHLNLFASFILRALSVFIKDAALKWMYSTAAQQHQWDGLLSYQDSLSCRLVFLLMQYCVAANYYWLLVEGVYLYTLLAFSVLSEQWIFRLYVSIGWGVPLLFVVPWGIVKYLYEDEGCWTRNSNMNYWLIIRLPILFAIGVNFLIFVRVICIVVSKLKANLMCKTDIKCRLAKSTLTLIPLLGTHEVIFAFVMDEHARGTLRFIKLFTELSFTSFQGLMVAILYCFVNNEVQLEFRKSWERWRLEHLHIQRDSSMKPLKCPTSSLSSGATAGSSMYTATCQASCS
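qHTS in 1536-well format: reporter HEK293 cells expressing constitutive GLP-1R activity in DMEM + 10% Nu serum, 24 hr with compounds at 37 deg C, luminescence read after 12 min with detection reagent.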
Abeta rescue: qHTS for compounds that reverse cellular toxicity of Amyloid beta (A-beta) peptide in yeast: Primary Screen; yeast expressing A-beta42, growth rescue, OD600, 48 h; response scale: 0% DMSO, 100% iron-clioquinol control; Potency, µM (titrated, usually from 46.1 µM), for inactives: top-dose growth rescue, usual class: activators; actives 0.063% (n = 410,000); also: potency is read from the fitted curve at half-maximal effect; nearly all actives have a fitted effect of over 55% in size
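Yeast A-beta toxicity model in growth medium with pinned compounds, 48 h at 30 C; growth read as absorbance at 600 nm. Normalized to FeCl3/clioquinol equimolar mix (positive) and DMSO (negative).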
TDP43 rescue: qHTS of TDP-43 Inhibitors | TDP-43 expressing yeast growth rescue, BacTiter-Glo, 24 h | Potency, µM (series often up to 46.1 µM), inactives show at the top dose growth rescue (activation), actives largely listed as activators | actives 1.8% (n = 410,000) | AID 652104, 2013; also: potency is read from the fitted curve at half-maximal effect; % of control where 0% means no effect; nearly all actives have a fitted effect of over 50% in size
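Cell-based yeast growth screen: TDP-43 expression induced in galactose, inoculum OD600=0.02 after raffinose pregrowth to mid-log. Read-out BacTiter-Glo luminescence at 24 hr, 30 deg C; inhibition of toxicity seen as signal increase.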
An asterisk follows results filed as active; i = inactive; ? = inconclusive; nt = not tested or not shown; [ ] = another dose, or the depositor's remark. Unless noted, calls follow the shape of the dose curve; as a rule, active = well fitted curve in the direction sought with a large enough effect; inconclusive = small, poorly fitted or top-dose-only effect, or another doubt; inactive = no such curve, though single readings can be large; an effect the other way counts as inactive or inconclusive.

SMILES	aSyn rescue	FUS suppressor	GLP1R cytotox	Mm-Cpn inhibitor	PTHR1 ag	Akt phos inh	GLP1R inv ag	Abeta rescue	TDP43 rescue
O=C(COC(=O)c1cc([N+](=O)[O-])ccc1N1CCOCC1)Nc1c(Cl)cccc1Cl	4%	5%	-13%	0%	i	i	27%	0%	1%
CNS(=O)(=O)c1ccc(C(=O)NCC(=O)NCC2COc3ccccc3O2)cc1 (stereo unspecified)	1%	-21%	4%	2%	i	i	9%	3%	9%
O=c1c2ccccc2nc2n1-c1ccccc1CCC2	4%	5%	-5%	-4%[15.4 µM]	i	i	-18%	19%	23%
CCC(C)NC(=O)CSc1n[nH]c(-c2cc(Cl)ccc2OC)n1 (stereo unspecified)	3%	13%	20%	0%	-25%	i	-5%	-12%	-27%
S=c1nc(-c2ccccc2)c(-c2ccccc2)n[nH]1	-4%	7%	-5%	-24%	-13%	i	-27%	-5%	-5%
Cc1ccc(-n2cc(C(=O)O)c(=O)cc2C)c(C)c1	9%	2%	-7%	-1%	i	i	-1%	-4%	-13%[0.397 µM]
O=C(NCCCN1CCOCC1)c1ccc(-c2ccc(Cl)cc2)o1	0%	-22%	1%	-3%	-14%	i	-12%	-6%	10%
COc1cccc(NC(=O)c2cc3ccccc3o/c2=N\O)c1	-16%	6%	-22%	0%	-44%	i	?	-76%[inhibitor]	-92%[inhibitor]
COCCNC(=O)C1(C)CCCN(C(=O)c2cc(C)on2)C1 (stereo unspecified)	-4%	-13%	0%	nt	17%	i	25%	-23%	-20%
COCCNC(=O)c1onc(CSc2ccc(F)c(F)c2)c1C(=O)O	-2%	-17%	0%	-1%	11%	i	9%	-1%	15%
COc1ccccc1CCC(=O)Nc1ccc2c(c1)CN(CCCn1cccn1)CC2	0%	13%	8%	1%	i	i	-4%	0%	8%
CC(C)(C)OC(=O)N1CCc2onc(-c3ccc(Br)cc3)c2C1=O	-1%	-15%	-5%	nt	-9%	i	7%	-6%	?
COc1ccc(S(=O)(=O)Nc2ccc(F)c(F)c2)cc1Cl	16%	-9%	2%	4%	-31%	i	-1%	-45%[inhibitor]	?
CC(=O)N1CCN(C(=O)OC2CC3CC2[C@H]2CCCCN2C3=O)CC1 (stereo partly specified)	-1%	-26%	-4%	nt	-10%	i	22%	6%	0%
COc1ccc(CNC(=O)c2cc3cccc(O)c3oc2=N)cc1	-1%	-20%	-13%	0%	i	i	12%	4%	11%
O=C(COC(=O)CCc1ccc(S(=O)(=O)N2CCOCC2)cc1)NCc1ccccc1Cl	9%	37%	-6%	-2%	-30%[inhibitor]	i	-7%	17%	11%
Cc1cc(/C=C(\C#N)C(N)=O)c(C)n1-c1ccc(N2CCOCC2)c([N+](=O)[O-])c1	10%	-4%	1%[1.53 µM]	0%	-39%[inhibitor]	i	?	12%	9%
Cc1nn(CCCC(=O)Nc2cc(Oc3ccccc3)cc([N+](=O)[O-])c2)c(C)c1[N+](=O)[O-]	6%	16%	-1%[1.53 µM]	1%	-36%[inhibitor]	i	?	18%	26%
CC(C)[C@H](NC(=O)N1c2ccccc2NC(=O)[C@@H]1C(C)C)C(=O)N[C@@H](Cc1ccccc1)C(=O)O	8%	-5%	1%	-4%	2%	i	12%	-18%	1%
COc1ccccc1NC(=O)c1ccc2c(c1)OCO2	5%	-1%	-5%	0%	i	i	15%	4%	?
O=C(NCCc1ccccc1)Nc1nnc([C@@H]2C[C@H](O)[C@@H](CO)O2)s1	-4%	-16%	-1%	nt	i	i	-12%	11%	?
O=C(COC(=O)c1ccc2c(c1)OCCO2)Nc1cc(S(=O)(=O)N2CCOCC2)ccc1Cl	0%	10%	7%	0%	-18%	i	6%	20%	-18%
O=C(NCC1(N2CCOCC2)CCCCC1)c1cccc(S(=O)(=O)Nc2ccc(F)cc2)c1	-3%	-4%	-1%	0%	i	i	?	-6%	13%
O=[N+]([O-])c1ccccc1NC(=S)N/N=C/c1ccc(O)c(O)c1	-17%	24%	-27%	-1%	-1%	i	40%[activator]	21%	0%
O=C(CN1CCN(Cc2ccccc2Cl)CC1)N/N=C/c1cccs1	-3%	11%	5%	0%	-36%[inhibitor]	i	?	9%	-11%

Among those listed so far, these have an aryl methoxy group.
SMILES	aSyn rescue	FUS suppressor	GLP1R cytotox	Mm-Cpn inhibitor	PTHR1 ag	Akt phos inh	GLP1R inv ag	Abeta rescue	TDP43 rescue
CCC(C)NC(=O)CSc1n[nH]c(-c2cc(Cl)ccc2OC)n1 (stereo unspecified)	3%	13%	20%	0%	-25%	i	-5%	-12%	-27%
COc1cccc(NC(=O)c2cc3ccccc3o/c2=N\O)c1	-16%	6%	-22%	0%	-44%	i	?	-76%[inhibitor]	-92%[inhibitor]
COc1ccccc1CCC(=O)Nc1ccc2c(c1)CN(CCCn1cccn1)CC2	0%	13%	8%	1%	i	i	-4%	0%	8%
COc1ccc(S(=O)(=O)Nc2ccc(F)c(F)c2)cc1Cl	16%	-9%	2%	4%	-31%	i	-1%	-45%[inhibitor]	?
COc1ccc(CNC(=O)c2cc3cccc(O)c3oc2=N)cc1	-1%	-20%	-13%	0%	i	i	12%	4%	11%
COc1ccccc1NC(=O)c1ccc2c(c1)OCO2	5%	-1%	-5%	0%	i	i	15%	4%	?

(list continues)
SMILES	aSyn rescue	FUS suppressor	GLP1R cytotox	Mm-Cpn inhibitor	PTHR1 ag	Akt phos inh	GLP1R inv ag	Abeta rescue	TDP43 rescue
O=Cc1c(N2CCC3(CC2)OCCO3)nc2ccccn2c1=O	1%	1%	-18%	2%	i	i	12%	2%	-4%
Cn1cccc1/C=N/n1cnnc1	-2%	12%	-16%	0%	-18%	i	0%	9%	-9%
CN(C1CCCCC1)S(=O)(=O)c1ccc(NC(=O)c2ccc(Br)o2)cc1	15%	15%	-6%	-9%	-68%[inhibitor][57.5 µM]	i	7.1µM*	8%	0%
N/C(=N\OC(=O)c1ccc(F)cc1)c1cccc([N+](=O)[O-])c1	-8%	0%	-18%	1%	-36%[inhibitor]	i	20%	-22%	13µM*
CC(=O)NS(=O)(=O)c1ccc(N/C(N)=N/c2nc(C)cc(C)n2)cc1	8%	-12%	2%	-3%	-24%	i	16%	-1%	16%
CCC1(c2ccccc2)NC(=O)N(CC(=O)Nc2cc(S(=O)(=O)N3CCCCCC3)ccc2OC)C1=O (stereo unspecified)	4%	12%	-2%	0%	-21%	i	-26%	17%	7%
Cc1ccc(CSCC(=O)Nc2ccccc2)cc1	13%	0%	0%	-3%	i	i	-17%	17%	?
c1ccc(C2OCCN2c2ccccc2)cc1 (stereo unspecified)	4%	-31%	1%	nt	-25%	i	2%	-2%	-9%
O=c1cc(CSc2ccccn2)nc(N2CCN(c3ccccc3)CC2)[nH]1	0%	2%	-9%	0%	i	i	-18%	-11%	-12%
CCOC(=O)c1oc2ccccc2c1COC(=O)CNC(=O)c1ccccc1OC	9%	25%	14%	0%	i	i	15%	-2%	19%
CC(=O)Nc1cc(C(=O)OCC(=O)c2ccc(Cl)cc2Cl)ccc1C	-4%	18%	-16%	-4%	-21%[57.5 µM]	i	9%	22%	11%
CN1CCCC1CCNc1ccc2oc3ccccc3c(=O)c2c1 (stereo unspecified)	3%	-15%	1%	0%	-17%	i	?	-9%	20%
O=C(COC(=O)CCC1CCCC1)Nc1ccc(F)cc1Cl	5%[1.84 µM]	-3%	4%	-4%	-6%	i	16%	12%	15%
N#Cc1cccc(NC(=O)COC(=O)Cn2nc(-c3ccccc3)oc2=O)c1	-13%	28%	-9%	-1%	?	i	10%	7%	8%
C=CCOc1cccc(CNCc2ccncc2)c1	4%	1%	0%	-7%	-17%	i	5%	8%	7%
Cc1cc(C)n(S(=O)(=O)c2ccc(Cl)c(Cl)c2Cl)n1	-2%	11%	2%	1%	-16%	i	0%	-9%	?
O=C(CN(Cc1ccccc1)C(=O)CCC(=O)Nc1nccs1)NCC1CCCO1 (stereo unspecified)	9%	1%	3%	1%	i	i	22%	0%	-20%
O=C(C1CCCN(Cc2ccccc2)C1)N1CCCCC1 (stereo unspecified)	-13%	-19%	-3%	-1%	i	i	?	12%	-21%
CSCC(=O)NS(=O)(=O)c1ccc(C)cc1	11%	-24%	4%	-1%	-11%	i	2%	25%	?
COc1ccccc1CCN1CCCC(CN(C)C(=O)c2ccco2)C1 (stereo unspecified)	-1%	22%	-14%	0%	-4%	i	15%	3%	0%
Cc1cc(Cl)ccc1NC(=O)CSc1n[nH]c(N)n1	-3%	nt	-2%	2%	i	i	5%	1%	12%
CC(C)C(O)(c1ccccc1)C(CN1CCOCC1)c1ccccc1 (stereo unspecified)	-2%	-34%	3%	0%	-8%	i	?	-5%	22%
C=CCn1c(CNC(=O)c2cccs2)nnc1SCC(=O)c1ccc(Br)cc1	2%	12%	-8%	1%	i	i	-28%	4%	16%
CC(C)(C)c1ccccc1NC(=O)c1ccco1	-6%	-8%	19%	0%	-2%[57.5 µM]	i	-4%	?	-5%
O=C(NN1CCOCC1)c1ccc(Cl)cc1	-1%	nt	-13%	-2%	i	i	6%	1%	-4%

These rows are one share of the data, so the mix of outcomes need not match the whole.
